# All columns: NCI-60 one-dose screen, growth in % after 48 h at 10 µM unless noted; 100 = growth as untreated, 0 = no growth, -100 = all killed.
# MOLT-4 – MOLT-4 leukemia cells; hit rate 6.9% among 80,000; AID 1794779
# MDA-MB-231 – MDA-MB-231 breast cancer | AID 1794789 | hit rate 5% among 81,000
# MDA-MB-435 – MDA-MB-435 melanoma | hit rate 7.8% among 82,000 | AID 1794794
# K-562 – K-562 leukemia. AID 1794777. hit rate 7.4% among 78,000
# RPMI-8226 – RPMI-8226 leukemia cells. AID 1794781. hit rate 7.5% among 77,000
# MDA-MB-468 – MDA-MB-468 breast cancer. hit rate 8.5% among 78,000
# CCRF-CEM – CCRF-CEM leukemia | hit rate 7% among 77,000
# SR – SR leukemia cells; hit rate 8.7% among 73,000; AID 1794780
# Active calls of the source: *; nt = not tested or not shown; & = joins results of further samples; [ ] = dose if it differs, or a comment. The calls were made as follows: active = growth percent below 10; inactive = the rest.
SMILES,MOLT-4,MDA-MB-231,MDA-MB-435,K-562,RPMI-8226,MDA-MB-468,CCRF-CEM,SR
CC(=O)CC(=O)N(c1ccccn1)c1ccccn1,103.0,105.4,103.8,100.9,99.1,105.7,99.5,97.6
CC(C)N1CCc2nc3sc(C(=O)Nc4ccccc4)c(N)c3cc2C1,105.7,95.2,94.0,97.8,98.2,95.6,100.1,86.6
O=C(NCCc1ccc(F)cc1)Nc1ccc2c(ccn2C(=O)c2cccc(F)c2)c1,86.2,76.6,94.9,79.1,97.7,91.4,92.5,78.3
COc1cccc2c1nc1cccc(OC)c1[n+]2[O-],-1.1*,78.5,98.4,39.8,51.1,nt,3.1*,-0.2*
CCN1C(=O)N(CC)C2Nn3c(s/c(=C4\C(=O)N(C5CCCC5)c5ccccc54)c3=O)=NC21 (configuration not stated),84.4,58.1,-15.9*,22.0,54.1,11.0,nt,34.8
O=C(C(=O)c1cccnc1)c1cccnc1,nt,99.7,118.6,109.8,nt,nt,120.4,nt
O=C(Nc1ccc(C(F)(F)F)cc1)Nc1nccnc1OCc1ccc(Cl)cc1,81.1,94.0,106.6,97.8,79.4,117.4,92.1,nt
CCC(=O)Oc1ccc2ccccc2c1,99.0,90.2,101.0,106.6,100.3,96.8,89.8,106.0
CC1=CC(=O)/C(=C/N2C(=O)CNC2=S)C(=O)O1,96.5,100.1,106.2,103.1,117.5,124.0,114.6,101.3
Cc1ccc(CNc2ncnc3c2cnn3C2CCCCO2)cc1 (configuration not stated),85.6,113.8,106.2,nt,89.4,110.8,95.5,84.8

# The last two records of the part before lead into the next.
SMILES,MOLT-4,MDA-MB-231,MDA-MB-435,K-562,RPMI-8226,MDA-MB-468,CCRF-CEM,SR
CC1=CC(=O)/C(=C/N2C(=O)CNC2=S)C(=O)O1,96.5,100.1,106.2,103.1,117.5,124.0,114.6,101.3
Cc1ccc(CNc2ncnc3c2cnn3C2CCCCO2)cc1 (configuration not stated),85.6,113.8,106.2,nt,89.4,110.8,95.5,84.8
CC(=O)OCCCC[n+]1ccc(SCC(=O)n2ccc3ccccc32)c2ccccc21,98.0,87.0,101.8,94.5,94.9,100.2,106.6,100.2
COc1cc(C2=NOC(c3cc(OC)c(OC)c(OC)c3)C2)ccc1OCCCCOc1cc2c(cc1OC)C(=O)N1CCC[C@H]1C=N2 (some centres not stated),2.1*,12.3,-74.1*,7.5*,-27.3*,nt,-37.5*,-24.8*
O=c1c(CN(CCO)CCO)c(-c2ccccc2)sc2ccccc12,96.2,101.5,111.3,91.7,106.7,126.9,99.5,101.6
COc1ccc(/C=C/C(=O)c2cccc(OCCCOc3cccc(C(=O)/C=C/c4ccc(OC)c(OC)c4)c3)c2)cc1OC,54.9,84.2,56.8,43.3,27.4,32.1,49.8,52.9
CC(CCC(=O)O)(c1ccc(O)c(CN(c2ccccc2)c2ccccc2)c1)c1ccc(O)c(CN(c2ccccc2)c2ccccc2)c1,95.9,103.1,103.1,106.4,91.0,95.8,nt,100.0
CC(C)C1=C[C@@]23CC[C@@H]4[C@](C)(CCC[C@@]4(C)C(=O)OCC#CCN4CCCC4)[C@H]2C[C@@H]1[C@H]1C(=O)OC(=O)[C@H]13,93.9,98.3,101.6,68.5,80.3,nt,85.7,92.0
C[Se]C(=O)CC1=C2C=C(F)C=CC2/C(=C\c2ccc(S(C)=O)cc2)C1C (configuration not stated),6.5*,-46.0*,-25.9*,28.6,-23.9*,-46.2*,10.6,22.5
COc1ccc(-c2nc3ccc(Cl)cc3c3c2c(=O)n(C)c(=O)n3C)cc1OC,107.1,95.5,102.6,119.9,122.2,98.2,120.5,101.9
Oc1c(CN2CCOCC2)cc(/C=C/c2cc(CN3CCOCC3)c(O)c3ncccc23)c2cccnc12,90.5,83.9,75.7,96.1,68.0,107.1,90.5,57.2
O=C(NCc1ccccc1)NNC(=O)c1ccc(NC(=O)c2ccccn2)cc1,89.0,113.2,110.8,106.6,107.4,109.3,99.5,103.6
COc1ccc(-c2nc(C#N)c(NCC(c3ccc(Cl)cc3)N3CCCCC3)o2)cc1 (configuration not stated),75.9,102.3,77.1,76.7,85.6,93.3,86.9,74.5
CCOC(=O)C(Br)c1cccc(OC)c1 (configuration not stated),98.4,120.1,104.7,94.7,105.2,nt,97.3,96.3
COc1ccc(CNC(=O)C(O)C(Cc2ccccc2)NC(=O)c2[nH]c3ccccc3c(=O)c2C)cc1 (configuration not stated),102.5,103.3,101.4,99.5,103.5,104.0,100.8,nt
Cn1cc(C(=O)c2nc(-c3c[nH]c4ccccc34)no2)c2cc(Br)ccc21,91.7,92.9,113.9,100.9,100.8,129.7,95.1,93.9
COC(=O)c1c([N+](=O)[O-])ncn1[C@H]1OC[C@@H](OC(C)=O)[C@@H](OC(C)=O)[C@@H]1OC(C)=O,99.1,100.3,99.9,98.0,100.4,92.2,94.8,78.9
CC(=O)c1cc([N+](=O)[O-])c(O)c([N+](=O)[O-])c1O,100.4,97.4,111.7,96.1,101.7,99.5,99.7,99.9
NC(=O)NC(=O)/C=C/C(=O)OCCCl,96.9,114.7,101.1,94.4,93.3,88.5,nt,96.8
C=C1CCOC2(C(O)C(C)(O)CO)NC(=O)C1(O)NC2=O (configuration not stated),69.9,106.9,102.0,71.2,108.4,nt,96.4,92.0
CCCCCCNC(=O)Oc1ccc(/C(=C(/C)c2ccccc2)c2ccc(OCCN3CCCCCC3)cc2)cc1,4.4*,41.7,49.6,-9.1*,-27.7*,9.7*,16.3,-37.4*
COC(=O)c1ccc(-n2cc(CCCOS(=O)(=O)c3ccc(F)cc3)nn2)cc1,95.7,106.4,97.3,95.5,97.3,108.5,96.8,87.4
FC(F)(F)c1ccc(-c2cnc(-c3nn[nH]n3)nc2NC2CCCCCC2)cc1,25.4[50 µM],64.1[50 µM],43.1[50 µM],20.0[50 µM],34.5[50 µM],68.5[50 µM],nt,15.1[50 µM]
N#C/C(=C\c1ccc(-c2ccccc2)cc1)C(N)=O,92.1,103.7,nt,103.8,103.5,93.5,nt,nt
Nc1ncnc2c1c(-c1ccc(Oc3ccccc3)cc1)nn2C[C@H]1SSC[C@H]1O,-2.5*,9.8*,-74.6*,-16.9*,42.8,-5.0*,11.1,-40.0*
CC(=O)Oc1c(C2=NN(C(C)=O)C(c3ccc(Cl)cc3)O2)sc2nnc(-c3ccccc3)c(-c3ccccc3)c12 (configuration not stated),55.1,85.9,79.6,nt,71.3,84.0,39.1,79.3
c1ccc(-c2nc(N3CCOCC3)nc3ccccc23)cc1,102.0,101.4,104.7,nt,93.5,102.4,86.5,nt
Nc1nc(N)c2c(n1)NC(c1ccc3c(c1)OCO3)CC(c1ccc(Cl)cc1)=N2 (configuration not stated),82.9,94.3,93.1,76.3,73.9,nt,87.5,75.4
Nc1nnnn1-c1cccc([N+](=O)[O-])c1,102.2,87.2,100.2,51.1,109.9,101.4,106.8,nt
Cc1nc2scc(-c3ccc(Cl)cc3)n2c(=O)c1CCCl,94.5,90.2,102.1,94.1,83.0,87.8,97.8,nt
CCOC(=O)C1=C(CSC(=S)N(C2CCCCC2)C2CCCCC2)N(C)C(=O)NC1c1ccccc1 (configuration not stated),28.2,62.9,58.1,35.2,35.8,47.3,35.3,29.9
CSc1nc(-c2cccs2)c2c(N)nn(S(=O)(=O)c3ccccc3)c2n1,92.1,90.5,104.2,88.2,92.6,104.0,92.1,89.4
CC1CC=C(C(=O)O)CC1 (configuration not stated),104.8,95.6,116.1,107.4,95.0,104.8,95.9,104.4
COc1ccccc1/C=N/NC(=O)c1ccc(S(C)(=O)=O)cc1,88.4,87.6,105.9,76.6,93.6,91.9,83.9,84.4
Nc1ncnc2c1ncn2[C@@H]1C=C[C@H](CO)[C@H]1CO,90.1,100.3,101.2,93.2,100.2,89.2,95.2,87.0
O=C(/C=C/c1cn(-c2ccccc2)nc1-c1ccc(OCc2ccccc2)cc1)c1ccccc1,77.8,80.6,96.4,78.1,81.3,84.1,86.9,81.5
NS(=O)(=O)c1cccc(Nc2nc(SCC(=O)c3ccccc3)nc3ccccc23)c1,104.7,92.7,113.5,106.2,95.7,90.7,97.5,104.0
Cc1nn(-c2ccccc2)c(N2CCCC2)c1-c1nc2ccccc2[nH]1,90.2,93.0,78.4,91.0,100.1,86.7,94.2,73.8
O=C(Nc1ccccc1F)Nc1cccc2ccccc12,85.0,95.4,86.4,82.9,90.5,77.2,105.8,87.5
Brc1ccc(-c2cc(-c3ccccn3)[nH]n2)cc1,79.6,108.4,44.2,63.7,87.7,100.8,92.3,64.4
CCOC(=O)c1cnn(CC(O)CC)c1NC(=O)NCc1ccc(C(F)(F)F)cc1 (configuration not stated),73.5,105.1,103.7,67.5,67.9,87.3,74.0,79.0
Cn1cc(-c2cc(N)n3nc(-c4cn(C)c5ccccc45)cc3n2)c2ccccc21,49.8,76.4,0.5*,7.8*,18.7,75.0,24.9,-9.3*

# One compound at a time (already shown):
# COc1ccccc1/C=N/NC(=O)c1ccc(S(C)(=O)=O)cc1 in the list: MOLT-4: 88.4; MDA-MB-231: 87.6; MDA-MB-435: 105.9; K-562: 76.6; RPMI-8226: 93.6; MDA-MB-468: 91.9; CCRF-CEM: 83.9; SR: 84.4
# CC1CC=C(C(=O)O)CC1 (configuration not stated) in the list: MOLT-4: 104.8; MDA-MB-231: 95.6; MDA-MB-435: 116.1; K-562: 107.4; RPMI-8226: 95.0; MDA-MB-468: 104.8; CCRF-CEM: 95.9; SR: 104.4

# Quoted from the listing.
# MDA-MB-468, `O=C(/C=C/c1cn(-c2ccccc2)nc1-c1ccc(OCc2ccccc2)cc1)c1ccccc1` → 84.1
# MDA-MB-435, `Cc1nn(-c2ccccc2)c(N2CCCC2)c1-c1nc2ccccc2[nH]1` → 78.4
# RPMI-8226, `COc1ccccc1/C=N/NC(=O)c1ccc(S(C)(=O)=O)cc1` → 93.6

# The listing continues.
SMILES,MOLT-4,MDA-MB-231,MDA-MB-435,K-562,RPMI-8226,MDA-MB-468,CCRF-CEM,SR
O=C(CN1C(=O)/C(=C/c2ccccc2)SC1=S)N1CCOCC1,99.1,95.2,96.2,77.4,89.6,82.4,88.0,85.8
COCOc1ccc2c(=O)c(C)c(C(=O)N[C@@H](Cc3ccccc3)C(=O)C(=O)NCc3ccccc3)oc2c1,102.1,102.0,104.0,96.8,95.7,93.2,96.6,42.6
CC(=O)[C@@]1(O)[C@H](C)C[C@H]2[C@@H]3C=C(C)C4=Cc5c(cnn5-c5ccccc5)C[C@]4(C)[C@H]3[C@@H](O)C[C@@]21C,nt,26.1,37.7,-60.9*,nt,nt,-28.0*,nt
O=C(CNSc1ccc([N+](=O)[O-])cc1[N+](=O)[O-])OCc1ccccc1,100.3,96.3,100.6,88.1,110.9,109.5,nt,110.5
O=C(Cn1cc(CN2CCN(c3ccnc4cc(Cl)ccc34)CC2)nn1)Nc1cccc(F)c1,82.0,80.6,104.7,78.2,72.4,88.7,60.0,88.7
COc1ccc(-c2cn3c(-c4ccccc4OC)cnc3c(Oc3ccc4c(C)cc(=O)oc4c3)n2)cc1,101.8,75.7,108.2,99.6,109.2,95.5,104.9,95.7
CC1([N+](=O)[O-])COCOC1,92.0,112.7,99.5,101.0,97.4,114.1,nt,84.5
COCCCNC1=C(Cl)C(=O)c2ccccc2C1=O,97.9,89.4,110.0,94.9,83.6,70.7,97.2,71.0
CNCCOC(c1ccccc1)c1ccccc1C (configuration not stated),98.3&95.1,90.1&106.5,105.3&120.3,93.9&103.0,98.2&77.9,99.3,95.8&95.6,91.3&130.4
NNC(=O)CSc1nc2ccccc2c(=O)n1Cc1ccc(S(N)(=O)=O)cc1,107.0,112.9,101.8,102.8,101.7,110.1,101.9,101.4
CC(=O)Nc1cc2c(cc1Cl)C(=O)c1ccccc1C2=O,99.0,92.8,105.6,94.6,90.3,66.5,93.5,101.4
Cc1cccc(C)c1NC(=O)CSC(=S)N1CCCCC1,87.8,118.6,109.5,87.5,104.1,109.7,101.3,101.0
O=C(NCCBr)OCc1ccccc1,100.5,106.5,102.7,105.3,105.4,100.8,nt,nt
CCCCc1nc(Cl)c(C2CC(c3ccc(C(F)(F)F)cc3)=NN2c2ccc(Cl)cc2)[nH]1 (configuration not stated),74.1,80.7,95.2,80.6,75.4,77.3,85.4,83.2
C=CCSc1nnnn1-c1c(C)cccc1C,103.0,116.8,103.9,109.0,117.1,95.4,95.0,98.9
O=C1C[C@H](Sc2nc(-c3ccc(F)cc3)cc(C(F)(F)F)n2)[C@H]2CO[C@@H]1O2,78.3,96.2,102.4,53.3,96.9,71.4,51.1,17.9
Cn1cc(-c2ccc(-c3cn(C)c4ccc(Cl)cc34)[nH]2)c2cc(Cl)ccc21,19.1,-48.5*,19.5,-29.8*,7.7*,nt,-12.9*,-13.0*
CC1(C)Oc2cc3oc(=O)ccc3cc2C[C@@H]1OS(C)(=O)=O,102.6,102.6,103.4,104.2,108.7,98.2,105.7,115.1
COc1ccc(-c2nc(SCCC(C)C)nc(NCCO)c2C#N)cc1,86.3,90.2,100.9,85.8,96.4,108.5,78.4,90.1
COc1cc(-c2nc(SCCC(C)C)nc(Nc3ccc([N+](=O)[O-])cc3[N+](=O)[O-])c2C#N)cc(OC)c1OC,91.8,83.1,103.9,100.6,103.4,117.3,94.0,64.2
COc1cc(CNC(=O)Cc2ccccc2)ccc1OCc1cn(-c2ccccc2[N+](=O)[O-])nn1,108.8,98.9,100.2,87.2,91.9,97.3,100.0,100.8
Cc1cccc(C)c1NC(=O)c1ccccc1C(=O)O,13.8&85.6,107.4&98.8,106.0&100.5,59.8&112.3,101.8&95.0,92.1&107.0,13.7&91.2,101.2
O=C1Nc2ccccc2C12CC(c1ccccc1)=NN2 (configuration not stated),38.7,55.4,-24.9*,18.5,47.3,66.4,49.2,-7.9*

# Screens deposited in PubChem BioAssay by NCI.
